Screens as filed in PubChem BioAssay.
KDM5B inhibitor: inhibitors of human KDM5B histone demethylase | Q9UGL1 | KDM5B demethylase, FDH-coupled NADH fluorescence (FDH is formaldehyde dehydrogenase) | Potency, µM (titrated, usually from 57.7 µM), inactives show at the highest dose activity change, negative = inhibition, actives largely listed as inhibitors | 220,000 tested, 2.6% active | AID 1347165; active means well fitted inhibition curve with a large enough effect; inconclusive means small, poorly fitted or top-dose-only effect; inactive means no such curve, though single readings can be large or run the other way; further: 0% is about no effect; nearly all actives have a fitted effect of over 70% in size
Target sequence (Q9UGL1 whole entry, looked up): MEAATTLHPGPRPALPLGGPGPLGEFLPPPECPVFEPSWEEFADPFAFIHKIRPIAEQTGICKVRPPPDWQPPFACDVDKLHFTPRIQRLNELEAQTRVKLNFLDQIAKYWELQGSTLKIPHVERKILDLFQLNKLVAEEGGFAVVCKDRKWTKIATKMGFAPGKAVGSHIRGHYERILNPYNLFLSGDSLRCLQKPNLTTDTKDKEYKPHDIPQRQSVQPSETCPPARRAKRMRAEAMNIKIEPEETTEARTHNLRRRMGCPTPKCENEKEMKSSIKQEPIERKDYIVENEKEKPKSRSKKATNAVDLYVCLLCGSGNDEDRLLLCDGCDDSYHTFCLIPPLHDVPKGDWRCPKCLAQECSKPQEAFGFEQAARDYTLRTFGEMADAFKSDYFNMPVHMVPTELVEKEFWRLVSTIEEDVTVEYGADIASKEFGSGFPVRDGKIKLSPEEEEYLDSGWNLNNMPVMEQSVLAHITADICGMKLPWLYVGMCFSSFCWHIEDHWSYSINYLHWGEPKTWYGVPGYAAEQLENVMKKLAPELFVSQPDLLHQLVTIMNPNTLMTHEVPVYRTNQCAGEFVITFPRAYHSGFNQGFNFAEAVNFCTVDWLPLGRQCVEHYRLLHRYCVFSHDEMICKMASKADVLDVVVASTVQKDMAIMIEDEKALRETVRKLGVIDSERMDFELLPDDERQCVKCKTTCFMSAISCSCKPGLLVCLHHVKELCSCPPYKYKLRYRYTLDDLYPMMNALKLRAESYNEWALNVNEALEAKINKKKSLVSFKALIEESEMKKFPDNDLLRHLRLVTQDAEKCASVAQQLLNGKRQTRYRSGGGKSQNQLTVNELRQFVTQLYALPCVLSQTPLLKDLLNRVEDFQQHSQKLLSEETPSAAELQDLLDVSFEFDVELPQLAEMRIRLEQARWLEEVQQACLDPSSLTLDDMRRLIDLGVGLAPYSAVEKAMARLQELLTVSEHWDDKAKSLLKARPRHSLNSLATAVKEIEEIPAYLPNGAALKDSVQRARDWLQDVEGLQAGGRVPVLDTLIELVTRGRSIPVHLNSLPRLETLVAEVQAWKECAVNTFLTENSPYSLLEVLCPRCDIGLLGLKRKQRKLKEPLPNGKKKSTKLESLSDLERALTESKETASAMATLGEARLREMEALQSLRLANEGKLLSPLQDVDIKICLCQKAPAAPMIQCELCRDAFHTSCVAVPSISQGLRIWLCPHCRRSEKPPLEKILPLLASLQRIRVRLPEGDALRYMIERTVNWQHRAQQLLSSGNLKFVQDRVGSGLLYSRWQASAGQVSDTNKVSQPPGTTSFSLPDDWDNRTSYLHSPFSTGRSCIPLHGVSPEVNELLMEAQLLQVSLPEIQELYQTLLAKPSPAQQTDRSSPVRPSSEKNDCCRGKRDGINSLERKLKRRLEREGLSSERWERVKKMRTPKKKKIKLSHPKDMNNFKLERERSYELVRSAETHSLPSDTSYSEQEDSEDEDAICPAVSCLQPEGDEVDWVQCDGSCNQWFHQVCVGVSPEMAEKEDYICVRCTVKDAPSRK
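Compound dilutions met 200 nM (final) KDM5BΔAP for 10 min at room temperature before substrate addition. The substrate mix held 12.5 µM H3K4me3 with cofactors 25 µM α-ketoglutarate and 50 µM Fe²⁺. NADH signal gain over 30 min defined activity.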
* = called active by the depositor; u = inconclusive; [ ] = another dose, or the depositor's remark. Potency means the concentration at half of the fitted maximal effect.

SMILES	KDM5B inhibitor
COCCOc1ccnc(-c2noc([C@@H]3CCCN3Cc3ccccc3)n2)c1	-11%[86.2 µM]
c1ccc(CN2CCC(Nc3nc(-c4cccnc4)nc4ccccc34)CC2)cc1	13%
CCOC(=O)C(O)(NC(=O)NC(C)=O)C(F)(F)F (configuration not stated)	16%
CCc1ccc(NC(=O)Cn2nc3ccc(S(=O)(=O)C(C)(C)C)nn3c2=O)cc1	-10%
O=C(N1CCC(c2ccccc2)CC1)C1(c2ccc(Cl)cc2)CCOCC1	0%[115 µM]
COCCNC(=O)Cn1nc(-c2ccc(Cl)cc2)c2ccccc2c1=O	1%
COc1ccc(C(=O)N[C@H]2C[C@@H](c3nc(-c4ccc(Cl)cc4)no3)N(C)C2)cc1	-26%[86.2 µM]
COc1ccc(-n2nc3ccc(NC(=O)CSc4ccccc4)cc3n2)cc1Cl	u
CC(C)N1CC2CCC(C1)N2Cc1ccc(-c2ccccc2)cc1	-5%[149 µM]
COc1ccc(-c2csc(NC(=O)Cc3ccccc3F)n2)cc1OC	-5%
CC(C)CNC(=O)Cc1cccn1-c1ccc(F)cc1	-7%
COc1cccc(-c2[nH]nc3c2C(c2ccccc2F)C(C#N)=C(N)O3)c1 (configuration not stated)	-12%
CN1CCc2c([nH]c3ccccc23)C12CCN(C(=O)c1ccnn1C)CC2	-6%
CC(C)c1ccc(CN2CCCC(O)(CNCCN3CCNCC3)C2=O)cc1 (configuration not stated)	-10%
O=C(Nc1cccc(C(F)(F)F)c1)c1cc2nc(-c3ccco3)cc(C(F)(F)Cl)n2n1	u
CC1=C[C@@H](CNC(=O)c2ccnc(Cl)c2)[C@H](C(C)C)C[C@H]1Cc1nc2ccc(C)cc2[nH]1	u
CN1Cc2ncnc(NCCc3ccccc3)c2CN(C2CCC2)C1=O	u
O=c1ccc(S(=O)(=O)N2CCCC2)cn1Cc1ncc(-c2ccc(Cl)cc2)o1	-22%
CC1=NCCN1CCNC(=O)Nc1ccc(F)cc1	9%
N#CCCN1CCN(C(C(=O)O)c2cn(CC(=O)O)c3cc(F)ccc23)CC1 (configuration not stated)	12%
O=C(NC1CCCc2c1[nH]c1ccc(F)cc21)c1ccc(Br)o1 (configuration not stated)	u
Cc1cc(C)cc(NC(=O)N2CCC(C(N)=O)(N3CCCCC3)CC2)c1	-3%
O=C(Nc1ccc(-c2nnc3n2CCCC3)cc1)C1CCCC1	3%
O=C(NCc1ccccc1)c1cnc2n1CCN(Cc1ccccc1O)CC2	3%[86.2 µM]
CC(O)CCNS(=O)(=O)c1ccc2c(c1)CN(C(=O)c1ccon1)CC2 (configuration not stated)	-12%
(further entries)
SMILES	KDM5B inhibitor
CNC(=O)[C@@H]1C[C@H](Oc2ccccc2)CN1C(=O)CCc1nc(-c2ccccc2)no1	11%
COc1ccc(Cl)cc1N1C(=O)CC(Sc2ccccc2N)C1=O (configuration not stated)	-23%
COc1cc(NC(=O)Cn2cc(C#N)c3ccccc32)cc(OC)c1OC	15%
CCN(Cc1nc2cc(Cl)ccc2c(=O)[nH]1)C(=O)Cc1csc(-c2ccc(C)cc2)n1	7%
Cc1cc(=O)n(CC(=O)N2CCN(c3ccc(F)cc3)CC2)c2c1c(C)nn2C	-40%
O=C(c1nn(Cc2ccccc2)c(=O)c2ccccc12)N1CCN(c2ccccc2)CC1	31%[activator]
CC(C)(C)c1ccc(C(=O)COC(=O)c2ccc3ccccc3n2)cc1	-3%
O=C(CCCCCCC(=O)NCCN1CCCC1)NCCN1CCCC1	29%
COc1cccc(NC(=O)Cn2c(=O)n(CCCCC(=O)NCc3ccc4c(c3)OCO4)c(=O)c3ccccc32)c1	-14%
COc1cccc(CCC(=O)N2CCC3(CC2)N(C)C(=O)CS3(=O)=O)c1	-10%
CCCN1CCC(CC(=O)N2CCCC(N3CCN(c4ccc(F)cc4)CC3)C2)CC1 (configuration not stated)	-6%
CNc1ncccc1C(=O)N1CCc2nc(-c3cn[nH]c3)[nH]c2C1	28µM*
CCc1ccc(CNC(=O)CCn2c(=O)c3cccn3c3ccc(F)cc32)cc1	-16%
CCCCN(CC)C(=O)Cn1ncc2c3ccccc3n(CCC)c2c1=O	u
CN1[C@@H](CCC(=O)N2CCOCC2)CNC(=O)[C@H]2NCC[C@H]21	-26%[86.2 µM]
Cc1cccc(S(=O)(=O)c2cn(C)c3cc(N4CCCCCC4)c(F)cc3c2=O)c1	-3%
NS(=O)(=O)c1ccc(NC(=O)c2ccc3c(c2)CCN3S(=O)(=O)c2ccccc2)cc1	-13%
COc1ccc(Cl)cc1NC(=O)N1CCSc2ccccc21	5%
COCC(=O)N1CCN2C(=O)c3cc(-c4ccc5c(c4)OCO5)ccc3NC(=O)[C@H]2C1	u
N#CC1=C(SCC(=O)Nc2ccccc2)NC(=O)C(C#N)C12CCCCC2 (configuration not stated)	-9%
CC(C)NC(=O)c1ccc(Cl)cc1	14%
CCn1c(-c2ccc(S(=O)(=O)N3CCOCC3)cc2)csc1=Nc1ccc(C)c(Cl)c1	-5%
COc1ccc(CNC(=O)C2CCc3nc(N4CCN(C(C)=O)CC4)sc3C2)cc1 (configuration not stated)	-3%
COC[C@H]1NC(=O)CC[C@H]1C(=O)NC1CCN(Cc2ccccc2)CC1	u
CC(=O)N1CCC(NC(=O)c2cc(=O)c3ccccc3o2)CC1	5%
(cont.)
SMILES	KDM5B inhibitor
COc1ccc(-c2nn3c(C(C)(C)C)nnc3s2)cc1OC	u
Cc1cnc(C2CCN(S(=O)(=O)c3ccccc3)C2)n1C(C)C (configuration not stated)	8%
Cc1cc(O)c(-c2n[nH]c3c2C(c2cccc(O)c2)N(Cc2ccco2)C3=O)cc1Cl (configuration not stated)	-13%
O=C(NCc1ccc(Cl)c(Cl)c1)C1CCN(c2ncnc3nc[nH]c23)CC1	7%
COCCCn1c(C)cc(C(=O)Cn2cnc3c2c(=O)n(C)c(=O)n3C)c1C	9%
N#Cc1ccnc(-c2nnc3ccc(NC4CC4)nn23)c1	u
CCCc1sc(C(=O)OC(C)C(=O)Nc2cc(C)on2)cc1CC (configuration not stated)	1%
Cc1ccnc(NS(=O)(=O)c2ccc(NC(=O)c3oc4ccccc4c3C)cc2)n1	-11%
Cc1cc(C)cc(OCC(O)Cn2nc(-c3ccco3)oc2=O)c1 (configuration not stated)	9%
O=C(CCC1CCCO1)NC1CCCC1 (configuration not stated)	19%
COc1ccccc1CN1CC(c2noc(-c3ccc(C)cc3C)n2)CC1=O (configuration not stated)	-19%
CCn1cc(CN2C[C@@H](COC)[C@H](C(=O)NC3CC3)C2)cn1	-2%
CCc1nc(-c2c3n(c(=O)n(Cc4ccc(C#N)cc4)c2=O)CCCCC3)no1	-10%
CCCCNC(=O)CCn1c(=O)c2ccccc2n(Cc2cc(C)ccc2C)c1=O	12%
Cc1c(C(=O)OCc2ccccc2)[nH]c2c1C(=O)CC(c1ccccc1)C2 (configuration not stated)	-22%
O=C1C(Cc2ccc(O)cc2)NC(=S)N1Cc1ccccc1 (configuration not stated)	2%
Cc1ccc(-n2nnnc2CNS(=O)(=O)c2ccccc2Cl)cc1	0%
COc1ccc(OC)c(NC(=O)CSC2=Nc3ccccc3C3=NC(CCC(=O)NC4CCCCC4)C(=O)N23)c1 (configuration not stated)	-18%
Cc1nnc(-c2cc(-c3ccsc3)ccn2)n1Cc1ccccc1	3%[86.2 µM]
Cc1ccc(-n2c(=O)c3cccnc3n2CC(=O)Nc2ccc(Br)cc2)cc1C	u
COc1ccc(C(OCC(O)CNCCc2ccc(S(N)(=O)=O)cc2)c2ccc(OC)cc2)cc1 (configuration not stated)	2%
CC(C)Cn1c(=O)c2ccccc2n2c(CCC(=O)N3CCN(c4cccc(Cl)c4)CC3)nnc12	7%
Cc1ccc(Cl)cc1NC(=O)N(C)CC1CCOCC1	8%
COc1cccc(NS(=O)(=O)c2ccc3[nH]cc(C(=O)NC4CCCCC4)c(=O)c3c2)c1	-24%
CCCNC(=O)CSc1nc2ccccc2nc1C	9%
Other entries.
SMILES	KDM5B inhibitor
COCCOCc1nc(C2CCNCC2)no1	0%
Nc1cccc(C(=O)c2ccncc2)c1	u
Cc1cccc(N2C(=O)N(Cc3cccc(C#N)c3)c3ccccc3S2(=O)=O)c1	-23%
CCCOc1ccc(/C=C2/C(=O)ON=C2C)cc1OCC	u
CCOc1cc(CNc2ccc(O)cc2)cc(Cl)c1OCc1ccccc1	u
NCC(=O)N1CCC(n2nccc2NC(=O)Nc2ccccc2Cl)CC1	u
CN1C(=O)C(Cc2nc3ccccc3c(=O)n2C)c2cc(Br)ccc21 (configuration not stated)	2%
Cc1cccc(Nc2c3c(nc4nncn24)CCC3)c1C	-51%
Cc1oc(-c2ccccc2)nc1Cn1cnc(C#N)n1	16%
O=C(O)[C@@H]1CN(C(=O)Cc2ccc(O)cc2)C[C@H]1c1cccc(F)c1	-12%
CC(=O)Nc1ccc(NC(=O)CCCn2nc(C)c3sc4ccccc4c3c2=O)cc1	-5%
CC(C)(C)n1ncc2c1NC(=O)CC21C(=O)Nc2ccc(Br)cc21 (configuration not stated)	-9%
Cn1cc(C(=O)NCCNC(=O)CC2CCCCC2)c2ccccc21	17%
C/C(=N\NC(=O)C1CC1)c1ccc(C)o1	40%
O=C1CC(c2ccccc2)N(C(=O)CNC(=O)Nc2ccc3c(c2)OCCO3)CCCCCN1 (configuration not stated)	11%
COc1ccc(/C=C2\Oc3cc(OS(=O)(=O)c4ccc(C)cc4)ccc3C2=O)cc1	9%
Cc1ccc(NC(=O)CN2C(=O)CCc3cc(S(=O)(=O)N4CCCCC4)ccc32)cc1C	-18%
Cc1ccc(Nc2nnc(-c3ccc(C)c(S(=O)(=O)N4CCN(C)CC4)c3)c3ccccc23)c(C)c1	-6%[11.5 µM]
O=C1Nc2ccccc2O[C@H]2C[C@@H]1N(C(=O)NCc1ccccc1)C2	18%[86.2 µM]
COc1ccccc1NC(=O)Nc1nc(CC(=O)NCC(C)C)cs1	6%
CCOc1ccc(NC(=O)N2CCc3cc(OC)c(OC)cc3C2CNC(=O)NC(C)(C)C)cc1 (configuration not stated)	24%
Cc1ccc(C(c2c(O)cc(C)n(Cc3ccco3)c2=O)N2CCC(C)CC2)cc1 (configuration not stated)	u
CCOC(=O)c1c(S(=O)(=O)NCC(=O)N2CCC(C)CC2)c(C)n(C)c1C	10%
CCOC(=O)C1=C(CN(CCOC)Cc2ccco2)NC(=O)NC1c1cccc(OC)c1OC (configuration not stated)	12%
NCc1ccc2[nH]ccc2c1	-10%
Further results follow.
SMILES	KDM5B inhibitor
O=C([C@@H]1C[C@H](Oc2cccnc2)CN1C(=O)CC1CCCCC1)N1CCOCC1	26%
Cc1ccccc1-n1c(SCC(=O)O)nc2sc3c(c2c1=O)CCCC3	3%
Cc1cc(F)ccc1NS(=O)(=O)c1ccc(-n2cccn2)cc1	u
Cc1cc(NC(=O)c2cc(Cl)ccc2Cl)ccc1-c1cc2ccccc2oc1=O	u
O=C(NC1CCCc2c1[nH]c1ccccc21)c1ccncc1 (configuration not stated)	13%
COc1ccccc1-c1cc(C(=O)N2CCN(c3ncccn3)CC2)c2cnn(C)c2n1	u
O=C(NCc1nnc2n1C(C(=O)NCc1ccc(F)cc1)CC2)c1ccccc1 (configuration not stated)	24%[115 µM]
COc1ccc(-c2cc(N3CCC(NC(=O)c4ccc(OC)cc4C)CC3)n[nH]2)cc1	-19%
CCN1CCN(C(=O)c2c(-c3ccccc3Cl)noc2C)CC1	9%
COCCN1C(=O)c2cccn2CC1CNC(=O)c1ccc(Cc2c(C)n[nH]c2C)o1 (configuration not stated)	-5%
CCOCCCNC(=O)c1ccc2c(c1)ncn2-c1ccccc1OC	-7%
O=C(O)C(c1c[nH]c2cc(Cl)ccc12)N1CCN(CCNc2cc(=O)oc3ccccc23)CC1 (configuration not stated)	-10%
Cc1cccc(Cn2cc(CN3CC(N4CCN(CCOC(=O)c5cc6ccccc6o5)CC4)CS3(=O)=O)nn2)c1 (configuration not stated)	-12%
COc1ccc(CNC(=O)CN(c2ccc(OC)c(Cl)c2)S(=O)(=O)c2ccc(C)cc2)cc1	-10%
Oc1ccc(/C=N/Nc2nc(-c3ccccc3F)nc3ccccc23)c(O)c1	-26%
CCCCOC(=O)c1ccc(Nc2nc3ccccc3nc2NS(=O)(=O)c2ccccc2)cc1	-30%
COCCCNc1cc(-c2ccccc2OC)nc2c(C)noc12	-4%[86.2 µM]

These rows are one share of the data. The share of hits here may be higher or lower than overall.
